Compound activity: PubChem, several laboratories
TcdB inh: inhibitors of Clostridioides difficile toxin B glycohydrolase; P18177; AID 652162; TcdB glycohydrolase enzymatic assay, plate reader; hit rate 0.24% among 350,000; inhibition, % at 9.99 µM; in the data active = inhibition above about 10%
GDH-TPI counter: inhibits GDH-TPI coupling enzymes, artifact for Mtb FBA screen | AID 588335 | GDH-TPI coupled enzyme counterscreen, NADH absorbance | inhibition, % at 4.8 µM | hit rate 1.2% among 360,000; in the data active = inhibition above about 30%;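 also: 0% = DMSO wells and 100% = wells lacking the enzyme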
Mtb UGM inh: inhibitors of M. tuberculosis UDP-galactopyranose mutase. P9WIQ1. hit rate 0.06% among 320,000. purified UGM, fluorescence polarization probe displacement. inhibition, % at 10 µM; in the data active = inhibition above about 10%, passing the limit was not always enough
Mtb BioA inh: BioA (M. tuberculosis) enzyme inhibition. AID 602481. inhibition, % at 9.99 µM. hit rate 0.096% among 360,000. purified M. tuberculosis BioA enzyme, plate reader; in the data active = inhibition above about 40%
Vc quorum ag: induces V. cholerae light production without autoinducers; V. cholerae BH1578 lux reporter, luminescence, 6 h; activation, % at 18.7 µM; hit rate 0.16% among 350,000; in the data active = activation mostly above about 9.7%, no sharp cut-off; also: not every result past the cut was called active; inactives centre near 0; reference of the scale not given here
PfHsp40 rescue: restores yeast growth despite PfHsp40 toxicity; S. cerevisiae expressing PfHsp40, growth rescue, ATP luminescence; hit rate 0.68% among 340,000; AID 504582; growth rescue, % at 12.5 µM; in the data active = growth rescue above about 28%, passing the limit was not always enough;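 also: yeast W303a lacking pdr1 and pdr3 grown in galactose medium; growth measured after three days at 30 °C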
FBA Mtb inh: Mtb fructose-bisphosphate aldolase inhibition; P9WQA3; purified M. tuberculosis FBA, fluorescence read-out; inhibition, % at 1 µM; hit rate 2.3% among 360,000; in the data active = inhibition above about 27%;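 also: 0% = vehicle and 100% = reference inhibitor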
FadD28 binding: blocks FadD28 binding to the bisubstrate probe. fluorescence polarization. inhibition, % at 12.5 µM. hit rate 0.22% among 360,000. AID 588549; in the data active = inhibition above about 8.5%, passing the limit was not always enough
Yp Topo-I inh: Y. pestis Topo-I inhibition via cleavage products; Y. pestis Topo-I cleavage product accumulation, plate reader; activity, % at 10 µM; hit rate 0.064% among 360,000; AID 504884; in the data active = activity above about 50%, passing the limit was not always enough; also: inactives centre near 2
* marks the source's active call; other numbers are inactive results; i = inactive; · = not tested or not shown.

The first three records, to show the layout:
SMILES	TcdB inh	GDH-TPI counter	Mtb UGM inh	Mtb BioA inh	Vc quorum ag	PfHsp40 rescue	FBA Mtb inh	FadD28 binding	Yp Topo-I inh
CC(NC(=O)COC(=O)C1CSC2(C)CCC(=O)N12)C12CC3CC(CC(C3)C1)C2 (stereo not drawn)	0.1	-3	0.2	·	-1.4	1.2	4	-1.2	-2
O=C(CSc1ccc(-c2cccs2)nn1)N1CCCCCC1	·	17	-2.6	12	-0.4	5.7	1	-3.5	13
CCOC(=O)C1(CC2CC2)CCN(C(=O)c2ocnc2C)CC1	1.6	-4	2.4	·	-0.6	0.0	2	-0.9	2

This part in full (from the top)
SMILES	TcdB inh	GDH-TPI counter	Mtb UGM inh	Mtb BioA inh	Vc quorum ag	PfHsp40 rescue	FBA Mtb inh	FadD28 binding	Yp Topo-I inh
CC(NC(=O)COC(=O)C1CSC2(C)CCC(=O)N12)C12CC3CC(CC(C3)C1)C2 (stereo not drawn)	0.1	-3	0.2	·	-1.4	1.2	4	-1.2	-2
O=C(CSc1ccc(-c2cccs2)nn1)N1CCCCCC1	·	17	-2.6	12	-0.4	5.7	1	-3.5	13
CCOC(=O)C1(CC2CC2)CCN(C(=O)c2ocnc2C)CC1	1.6	-4	2.4	·	-0.6	0.0	2	-0.9	2
CCOC(=O)C1=CCC2C(=O)N(C)C(=O)C12 (stereo not drawn)	-0.1	·	·	3.0	·	·	7	0.6	·
C=COCCn1c(C)c(C(C)=O)c2cc(O)ccc21	1.4	-2	1.1	1.1	i	-1.2	-1	0.7	-1
Cc1ccc(-c2nn(-c3ccc(F)cc3)cc2C(=O)NC2CCC(O)CC2)cc1 (stereo not drawn)	0.3	3	1.3	-1.2	i	0.6	2	-1.6	-1
Cc1csc(/N=C/N(C)C)c1C#N	-0.2	26	-0.9	·	-0.7	0.7	-1	0.0	-7
Cn1c(S(=O)(=O)O)nc2ccccc21	0.6	1	-0.1	·	-0.5	0.8	2	-3.6	1
Cc1ccc(C(=O)N2[C@@H]3CN(C)C(=O)[C@@]2(C)[C@H]2C(=O)N(Cc4ccccc4)C(=O)[C@@H]32)cc1	1.1	-12	·	-1.0	-1.0	-2.6	0	-1.2	8
CCOC(=O)c1c(NC(=O)COC(=O)CCOc2ccc(C)cc2)sc(C(=O)N(C)C)c1C	1.6	7	-0.7	2.8	-1.8	1.1	-3	-3.1	34
Cc1ccc(Oc2ncccc2CO)cc1	0.5	8	2.1	-1.2	-0.6	0.3	4	-1.8	4
O=C(COC(=O)c1cc(=O)[nH]c2ccccc12)Nc1ccc(F)cc1	0.6	4	0.2	-0.6	i	-2.1	3	-2.2	-5
O=C(c1cccc(Cl)c1)C1CCCN(Cc2cccc3cnccc23)C1 (stereo not drawn)	0.5	-1	-1.7	·	-0.7	-0.4	2	-3.9	38
CCOC(=O)C(CC)/C(C)=N\NC(=O)c1cccc(C)c1 (stereo not drawn)	-0.7	-2	-0.3	·	i	-1.3	2	-1.0	5
Cc1nc(C(C)NC(=O)CCc2nnc(-c3ccsc3)o2)cs1 (stereo not drawn)	0.5	9	-0.2	·	-0.5	-0.4	1	0.1	8
O=C(Cc1nn[nH]n1)c1ccccc1O	-0.4	2	2.6	·	-0.4	-2.2	-2	-5.8	5
CCOC(=O)c1c(C)n(C)c2ccc(OCC(O)CN3CCC(C)CC3)cc12 (stereo not drawn)	0.9	-2	-1.4	0.1	-0.2	-1.5	0	-0.3	1
CC1CC(Nc2ccccc2)c2ccccc2N1C(=O)c1ccncc1 (stereo not drawn)	1.0	0	-1.5	0.0	i	0.9	5	-1.2	-2
NS(=O)(=O)c1cccc(NC(=O)CCCNC(=O)c2ccc(Cl)cc2)c1	-0.2	4	-2.7	2.5	-0.1	-0.4	-2	-1.2	-2
CC(C)(C)OC(=O)[C@H](CCCCN)NC(=O)c1nc[nH]c1C(=O)N[C@@H](CCCCN)C(=O)OC(C)(C)C	7.2	2	-0.8	-0.3	-0.7	0.3	0	-2.4	-9
COc1cc(NC(=S)N(C)C)c(OC)cc1Cl	1.8	-1	-1.3	-2.0	-0.9	0.8	1	-3.8	-3
S=C(NCc1ccc2[nH]c3c(c2c1)CCCC3)Nc1ccccc1	-0.8	-2	-0.5	-2.3	i	17	-1	-2.7	-25
COc1ccc(-c2nnc(NC(=O)c3ccccc3C)o2)cc1	0.8	-2	-0.2	-1.3	-0.3	-0.3	3	0.4	-7
O=C(CNC(=O)c1ccc(Cl)cc1)NC1CCCCC1	-0.8	6	-0.5	-0.4	i	0.1	1	0.2	-4
Cc1ccc(C)c(NC(=O)CN(C)C(=O)c2ccc3c(=O)n4c(nc3c2)CCC4)c1	1.2	4	-0.8	-0.9	-2.5	-0.8	-1	-3.9	-1

(further entries)
SMILES	TcdB inh	GDH-TPI counter	Mtb UGM inh	Mtb BioA inh	Vc quorum ag	PfHsp40 rescue	FBA Mtb inh	FadD28 binding	Yp Topo-I inh
CCC1CN(C(=O)N2CCC(C(=O)NCCc3ccccc3)CC2)c2ccccc2O1 (stereo not drawn)	-0.3	1	-1.1	-2.0	-0.5	2.4	1	-2.6	21
O=S(=O)(c1cc(F)ccc1F)N1CCN(c2ccccn2)CC1	0.9	-3	-2.3	-1.4	-0.6	0.6	-4	-1.2	-16
O=C(/C=C/c1ccccc1)NC1CC2CCC1C2 (stereo not drawn)	·	-3	-2.0	·	0.2	-0.1	5	-0.7	7
Cc1ccc(N(C(=O)Cn2nnc(-c3ccc(C)o3)n2)C(C(=O)NC2CCCC2)c2ccco2)cc1 (stereo not drawn)	·	6	1.8	-5.2	-0.2	0.3	0	0.0	1
COC(=O)CNc1nc(OC)nc(N(C)C)n1	·	6	1.5	-1.2	-0.9	0.5	-2	-2.1	2
COc1cc(NC(=O)c2ccco2)c(OC)cc1NC(=O)CSc1nnc(-c2cccs2)n1C	·	19	1.1	-2.1	-4.2	0.2	-1	1.0	23
NC(CC(=O)O)c1cccc(OCc2ccccc2)c1 (stereo not drawn)	·	0	2.3	0.4	-0.6	0.0	-1	-1.1	3
Cn1nc(-c2ccccc2)cc1NC(=O)C1CCCCC1	0.5	4	0.4	·	i	3.3	4	-0.8	1
O=C(COC(=O)c1ccccc1O)NC1CCCc2ccccc21 (stereo not drawn)	1.5	3	0.7	-0.4	i	-0.9	-2	-2.4	8
O=C(CC[C@H]1O[C@@H](n2ccc(=O)[nH]c2=O)[C@H](O)[C@@H]1O)N[C@H](Cc1ccccc1)C(=O)NCCCc1ccccc1	1.3	·	·	-1.7	·	·	6	-1.7	·
O=C1COc2ccc(C(=O)CSc3ccc(Br)cc3)cc2N1	-1.2	4	-0.6	0.1	i	-0.9	1	·	22
CCOC(=O)C1CCCN(C(=O)CN(c2ccc(OC)cc2)S(=O)(=O)c2c(C)noc2C)C1 (stereo not drawn)	1.7	0	2.5	0.8	-0.3	0.5	2	-0.6	3
COc1ccc(NC(=O)Cc2coc3ccc4ccccc4c23)cc1S(=O)(=O)N1CCOCC1	·	-1	-0.6	-0.3	3.8	0.4	-1	-1.1	2
O=C(CSc1nnc(CNC(=O)c2ccco2)o1)c1ccc(Cl)cc1	·	3	-0.7	1.4	0.4	-0.2	-2	-3.3	-14
CCn1c(CNC(=O)c2ccccc2Cl)cc2ccccc21	0.1	8	-2.3	-2.0	i	-0.5	-1	-0.4	5
O=c1cc(-c2ccccc2)n(S(=O)(=O)c2ccc3ccccc3c2)o1	·	8	2.2	-0.4	0.4	0.4	6	-0.5	0
CCc1cccc(NC(=O)COC(=O)c2c(-c3ccccc3)noc2C)c1	0.8	-2	·	1.1	-1.1	·	0	0.6	14
CCOC(=O)c1c(-c2ccc(Cl)cc2)cn2ccccc12	·	24	-2.1	-3.7	i	0.2	64*	0.6	-2
O=S(=O)(Cc1ccc(Cl)cc1)c1ccccc1-c1nnc(-c2ccccc2)o1	·	1	-2.0	·	i	-0.6	11	-1.6	-8
COc1cc(OC)nc(Oc2cc(C=O)ccc2OC)n1	1.4	-1	0.7	0.1	i	-0.1	0	-0.6	8
CCCCN(CCCC)S(=O)(=O)c1ccc(C(=O)Nc2nnc(CSC)o2)cc1	·	12	0.5	0.4	i	6.9	1	2.4	0
COCCNc1cc(C)nc2cc(-c3ccc(C)cc3)nn12	4.5	11	1.9	·	-0.3	-0.2	11	-1.0	13
COc1cccc(N(CC(=O)Nc2ccccc2C)S(C)(=O)=O)c1	·	-6	2.7	0.9	i	-0.5	-1	-2.8	5
C=CCOc1ccc(CNCC2CCCO2)cc1 (stereo not drawn)	1.4	-4	0.8	-1.0	-0.4	0.5	0	-0.2	9
CC(C)C(NC(=O)c1ccc(Cl)cc1)C(=O)O (stereo not drawn)	·	-10	3.7	0.2	-0.1	2.1	2	-0.3	2

Other compounds follow:
SMILES	TcdB inh	GDH-TPI counter	Mtb UGM inh	Mtb BioA inh	Vc quorum ag	PfHsp40 rescue	FBA Mtb inh	FadD28 binding	Yp Topo-I inh
Cn1nc(-c2ccccc2)cc1NC(=O)c1ccc(Cl)cc1	4.3	4	0.8	6.0	-0.9	3.2	-1	-3.1	8
Cc1cccc(C(=O)NCCC(=O)NCc2ccccc2Cl)c1	0.8	2	-1.3	-1.2	i	-0.1	-1	-3.0	-2
Cc1cc(C(=O)NC2CCCN(Cc3ccc(Cl)cc3)C2)c(C)o1 (stereo not drawn)	0.8	-8	-1.5	-0.5	-0.1	-0.6	-2	-4.8	15
c1ccc(C(Cc2nc(-c3cccnc3)no2)c2ccccc2)cc1	·	5	-4.7	·	0.3	-1.8	0	-1.5	-3
Cc1ccc2nsnc2c1NC(=O)c1ccc2c(c1)OCCO2	2.1	10	0.2	-1.0	-0.3	-0.5	2	-2.1	-2
OCCN(CC#CC(O)(c1ccccc1)c1cccc(F)c1)CCO (stereo not drawn)	1.2	-2	-1.4	-3.1	i	0.0	2	-0.1	-13
CN1CCCCc2c1nc1c(c2N)CCCC1	·	7	1.4	1.4	-0.2	1.3	8	-0.1	5
COc1ccc(CNC(=O)CCCn2nc(C)c3c(C)n(-c4ccc(C)cc4)nc3c2=O)cc1	1.2	2	-0.4	-4.5	-13	-0.3	2	-1.2	-3
C=CCn1cc(C(=O)NCc2cccnc2)c(=O)c2cc(S(=O)(=O)N(CC)CC)ccc21	0.7	12	1.6	-2.2	0.9	-0.8	2	-1.0	0
CCOc1ccc(NC(=O)CSc2nc3nc(C)cc(C)n3n2)cc1	-0.9	5	1.0	-0.5	-1.2	-0.3	4	-1.0	-11
COc1ccc(C(=O)N2CCN(c3nc4ccccc4o3)CC2)cc1OC	4.4	3	-0.6	1.8	-0.2	-1.2	1	0.3	12
N#CC1=C2Sc3ccccc3N2CCCC1=O	1.4	34*	0.9	-1.4	i	-1.5	-2	-3.6	5
COc1ccc2c(CN3CCN(C(C)=O)CC3)cc(=O)oc2c1	0.6	·	·	6.0	·	·	3	-11	·
COc1cc2c(cc1OC)C(C(=O)O)C(c1ccc(C)o1)N(C)C2=O (stereo not drawn)	·	-5	1.8	-1.6	i	-0.4	-8	-4.3	5
COc1ccc(CNc2ccccc2SC)cc1OC	2.0	-5	-0.6	·	i	-1.4	-4	-3.0	6
CC(C)C(NS(=O)(=O)c1ccc2c(c1)OCCO2)C(=O)NCCc1ccccn1 (stereo not drawn)	·	-6	-0.2	-1.9	i	0.1	3	-0.1	-10
COc1ccc(C)cc1NC1=NC(C)(C)CS1	1.9	-4	0.6	·	-0.1	-1.0	-4	-0.1	6
Cc1ccc(S(=O)(=O)c2nc(-c3ccco3)oc2SCC(=O)NCC2CCCO2)cc1 (stereo not drawn)	·	-1	2.1	-2.7	4.2	-1.1	1	-4.3	12
Cc1ccccc1NC(=O)Cn1nnc2c(cnn2-c2ccc(F)cc2)c1=O	0.5	11	3.1	-1.3	-0.6	0.1	3	-0.8	6
COc1ccc(Cl)cc1-c1n[nH]c(=S)n1C	·	6	0.7	-1.3	-0.4	-0.2	4	0.7	-5

Some of these compounds in order of length of the SMILES, high to low:
SMILES	TcdB inh	GDH-TPI counter	Mtb UGM inh	Mtb BioA inh	Vc quorum ag	PfHsp40 rescue	FBA Mtb inh	FadD28 binding	Yp Topo-I inh
OCCN(CC#CC(O)(c1ccccc1)c1cccc(F)c1)CCO (stereo not drawn)	1.2	-2	-1.4	-3.1	i	0.0	2	-0.1	-13
COc1ccc(C)cc1NC1=NC(C)(C)CS1	1.9	-4	0.6	·	-0.1	-1.0	-4	-0.1	6
CN1CCCCc2c1nc1c(c2N)CCCC1	·	7	1.4	1.4	-0.2	1.3	8	-0.1	5
